Screening data as filed in PubChem.
p53 reactivation – re-activators of mutant p53; H1299 p53-A138V BP100-luciferase reporter, luminescence, 24 h; Potency, µM (series often up to 92.2 µM), inactives show at the highest dose activity change, positive = activation, actives largely listed as activators; 320,000 tested, 0.063% active; further: % of control where 0% means no effect; nearly all actives have a fitted effect of over 45% in size
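p53-null H1299 cells stably carrying temperature-sensitive p53-A138V and a BP100-luciferase reporter were pinned with compounds (4-point, 1:5 series) and held 24 hrs at 37 deg C. Luminescence was read 10 min after detection reagent.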
uPA surface inh – cell surface uPA generation inhibition | cell surface uPA generation assay, qHTS | Potency, µM (top dose mostly 38.3 µM), for the others: at the top dose activity change, negative = inhibition, most hits filed as inhibitors | 330,000 tested, 0.31% active; active means well fitted inhibition curve with a large enough effect; inconclusive means small, poorly fitted or top-dose-only effect; inactive means no such curve, though single readings can be large or run the other way; tested in mouse RAW 264.7 cells; further: on the % scale 0 is the no-effect control and ±100 the full control effect; nearly all actives have a fitted effect of over 55% in size
CXXC DNA block – inhibitors of human MLL CXXC domain-DNA interaction | Q03164 | MLL-CXXC / FITC-HOXA9 DNA fluorescence polarization | Potency, µM (top dose mostly 115 µM), for inactives: at the top dose activity change, negative = inhibition, usual class: inhibitors | 290,000 tested, 0.037% active | AID 2662; active means well fitted inhibition curve with a large enough effect in the polarisation, with a control signal flat, not every such curve was filed as active; inconclusive means small, poorly fitted or top-dose-only effect, or effect the other way, or a change in a side signal; inactive means no such curve, though single readings can be large or run the other way; the % refers to the polarisation
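Steps: dispense CXXC domain solution (7 uM) → pin compounds or unlabeled HOX-A9 DNA control → 5 min ambient → add FLSN-HOX-A9 solution (50 nM) → spin → 30 min ambient → fluorescence polarization. Tris pH 7.5/NaCl/DTT/BSA buffer.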
BRCA1 expr act – increases BRCA1 expression | 380,000 tested, 1.1% active | Potency, µM (titrated, usually from 46.1 µM), for the others: at the top dose activation, actives largely listed as activators | AID 624202 | MCF7-BRCA1-FFLuc reporter, luminescence, 48 h; response scale: scaled: vehicle 0%, 10 µM genistein 100%; further: nearly all actives have a fitted effect of over 80% in size; some results filed as inactive show a strong effect at the top dose
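Cells: MCF7-BRCA1-FFLuc, 2000/well. Exposure: 48 h, 37 °C, 5% CO2. Read: luminescence, 15 min post-substrate. Controls: genistein 10 microM (maximal activation), DMSO (neutral).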
NPC1 promoter act – NPC1 promoter activation | AID 485313 | 320,000 tested, 2.4% active | Potency, µM (highest dose often 9.22 µM), for inactives: at the highest dose activation, usual class: activators | Huh7 NPC1 promoter luciferase reporter, 24 h;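 further: % of control where 0% means no effect; nearly all actives have a fitted effect of over 60% in size; reporter is driven by a mutant NPC1 promoter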
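Cells: Huh7 expressing luciferase under the NPC1 promoter, 1500/well. Seeded 2 h, compound added, incubated 24 h at 37 °C. Luciferase reagent, 10 min ambient, then luminescence.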
FLuc modulator – inhibits or activates purified firefly luciferase, miR-21 counter-screen; P08659; purified FLuc, Km substrates, luminescence inhibition; 360,000 tested, 6.9% active; AID 588342; Potency, µM (doses to about 57.5 µM), for the others: at the highest dose activity change, negative = inhibition, most hits filed as inhibitors;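 further: plate controls were vehicle for no effect and reference inhibitor for full effect; nearly all actives have a fitted effect of over 55% in size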
Target sequence (P08659 whole entry, looked up): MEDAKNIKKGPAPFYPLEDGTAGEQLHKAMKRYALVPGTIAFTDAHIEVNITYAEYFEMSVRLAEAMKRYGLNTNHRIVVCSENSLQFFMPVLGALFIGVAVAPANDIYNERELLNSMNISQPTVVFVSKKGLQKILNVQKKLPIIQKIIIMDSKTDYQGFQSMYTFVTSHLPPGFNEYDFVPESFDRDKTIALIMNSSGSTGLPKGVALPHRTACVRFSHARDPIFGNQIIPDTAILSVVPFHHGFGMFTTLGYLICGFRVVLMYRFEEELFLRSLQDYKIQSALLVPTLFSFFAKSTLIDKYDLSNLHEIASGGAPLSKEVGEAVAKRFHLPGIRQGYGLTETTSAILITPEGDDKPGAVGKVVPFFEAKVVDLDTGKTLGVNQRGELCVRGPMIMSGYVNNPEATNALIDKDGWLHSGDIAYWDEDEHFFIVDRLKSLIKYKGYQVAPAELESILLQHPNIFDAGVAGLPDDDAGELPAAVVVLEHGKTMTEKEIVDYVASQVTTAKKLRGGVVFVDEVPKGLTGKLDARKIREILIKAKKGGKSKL
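Purified P. pyralis luciferase (10nM final) with 10uM D-luciferin and 10uM ATP (Km levels) in 50mM Tris acetate pH 7.5, 10mM Mg acetate, 0.01% Tween-20, 0.05% BSA; qHTS 6-point titration, ~60 µM downward; luminescence read.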
MBNL1-CUG inh – blocks human MBNL1 binding to CUG repeat RNA; TR-FRET MBNL1-His/biotin-(CUG)12 binding, 665/545 ratio; Q9NR56; Potency, µM (highest dose often 57.5 µM), without a hit: at the highest dose activity change, negative = inhibition, most hits filed as inhibitors; 280,000 tested, 0.036% active; active means well fitted inhibition curve with a large enough effect in the signal ratio, with a control signal flat, not every such curve was filed as active; inconclusive means small, poorly fitted or top-dose-only effect, or effect the other way, or a change in a side signal; inactive means no such curve, though single readings can be large or run the other way; the % refers to the signal ratio; further: on the % scale 0 is the no-effect control and ±100 the full control effect
Target sequence (Q9NR56 whole entry, looked up): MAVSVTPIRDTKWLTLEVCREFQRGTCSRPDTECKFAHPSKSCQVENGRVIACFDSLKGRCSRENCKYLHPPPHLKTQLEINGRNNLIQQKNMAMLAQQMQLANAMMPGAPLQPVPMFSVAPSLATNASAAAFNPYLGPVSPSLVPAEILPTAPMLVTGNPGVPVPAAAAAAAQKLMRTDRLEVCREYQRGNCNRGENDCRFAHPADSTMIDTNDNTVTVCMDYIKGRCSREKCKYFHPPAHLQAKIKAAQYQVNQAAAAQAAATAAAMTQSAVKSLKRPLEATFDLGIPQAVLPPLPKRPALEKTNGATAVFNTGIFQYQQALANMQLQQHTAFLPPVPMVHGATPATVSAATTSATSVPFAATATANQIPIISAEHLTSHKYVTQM
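TR-FRET between His-tagged MBNL1 and biotin-(CUG)12 RNA, detected with Tb anti-His antibody (0.055 ng/ul) and streptavidin-XL665 (5 nM), 60 min at room temperature. Compounds titrated 92 nM to 58 uM; 665/545 nm ratio normalized to buffer and complex controls.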
Rab9 prom act – activators of Rab9 promoter; Huh7 Rab9 promoter-luciferase reporter, luminescence, 24 h; Potency, µM (top dose mostly 9.22 µM), for inactives: top-dose activation, negative = inhibition, most hits filed as activators; 320,000 tested, 2.8% active; further: % of control where 0% means no effect; nearly all actives have a fitted effect of over 60% in size
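Luminescence from Amplite-detected luciferase (10 minutes, ambient) reports Rab9 promoter activation. Before that, stable Rab9-luciferase Huh7 cells (1500/well, reduced-serum OP-MEM I plus 10% FBS) were exposed to compound for 24 hours at 37C.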
VP16 counter – Gal4-VP16 reporter inhibition counter-screen; Drosophila S2 Gal4-VP16 UAS-luciferase, luminescence, 20 h; Potency, µM (titrated, usually from 53.6 µM), inactives show at the top dose activity, negative = inhibition, actives largely listed as inhibitors; 310,000 tested, 3.5% active; AID 2546;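 further: Gal4-VP16 expression switched on by copper sulfate through the metallothionein promoter; on the % scale 0 is the no-effect control and ±100 the full control effect; nearly all actives have a fitted effect of over 50% in size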
RORgamma inh – blocks mouse ROR gamma transcriptional activity; Potency, µM (titrated, usually from 53.6 µM), without a hit: at the highest dose activity change, negative = inhibition, most hits filed as inhibitors; Drosophila S2 Gal4-RORgamma UAS-luciferase reporter, 20 h; P51450; AID 2551; 310,000 tested, 5.4% active; further: on the % scale 0 is the no-effect control and ±100 the full control effect; nearly all actives have a fitted effect of over 60% in size
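Luciferase reporter read in Schneider cells carrying Gal4-RORγ (mouse) and UAS-Photinus luciferase; cells given compound 1 h before 700 uM copper sulfate induction, then incubated 20 h at ambient temperature.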
ELG1 genotoxic – induces genotoxicity in HEK293T cells with luciferase-tagged ELG1. Potency, µM (top dose mostly 46 µM), inactives show at the highest dose activity change, positive = activation, actives largely listed as activators. HEK293T ELG1-luciferase reporter, luminescence, 16 h. 330,000 tested, 1.3% active; further: % of control where 0% means no effect; nearly all actives have a fitted effect of over 60% in size
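Reporter readout depends on ELG1 protein level, which increases with genetic stress. After 16 hr compound exposure at 37 °C, luciferase activity was quantified using ONE-Glo.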
Numbers without * were called inactive; ? = inconclusive; . = not tested or not shown; & = joins results of further samples; [ ] = dose if it differs, or a comment. Unless noted, the call rests on the fitted dose curve; in most records, active means well fitted curve in the direction sought with a large enough effect; inconclusive means small, poorly fitted or top-dose-only effect, or another doubt; inactive means no such curve, though single readings can be large; an effect the other way counts as inactive or inconclusive. Potency means the concentration at half of the fitted maximal effect. An excerpt; the hit share may differ from the screen's.

#	SMILES	p53 reactivation	uPA surface inh	CXXC DNA block	BRCA1 expr act	NPC1 promoter act	FLuc modulator	MBNL1-CUG inh	Rab9 prom act	VP16 counter	RORgamma inh	ELG1 genotoxic
1	Cn1cnnc1SCC(=O)Nc1ccc(N2CCOCC2)cc1	2%	-1%	?	0%	-1%	-17%	-7%	0%	0%	-13%	-2%
2	NC1=NC(c2cccc(O)c2)n2c(nc3ccccc32)N1 (stereo not drawn)	-5%	9%	-13%	-2%	3%	2%	4%	6%	-2%	-3%	0%
3	O=C(NCCN1C(=O)C2C3C=CC(C3)C2C1=O)N1CCCCC1 (stereo not drawn)	6%	-6%	0%	-5%	0%	-1%	-10%	-2%	-4%	11%	0%
4	Cc1cccc(Nc2nc(N)nc(CC(=O)CSc3ccc(Cl)cc3)n2)c1	2%	.	9%	.	-4%	3%	-1%	-3%	?	41%	11%
5	O=S(=O)(N/N=C/c1ccccc1F)c1ccccc1	-1%	3%	3%	-5%	1%	-14%	6%	3%	-7%	5%	0%
6	COc1cc(CNCCO)ccc1OCC(=O)Nc1ccc(Br)cc1	?	.	8%	-1%	1%	-4%	-1%	-2%	-14%	-11%	?
7	COc1ccccc1NS(=O)(=O)c1cc(NC(=O)c2ccncc2)ccc1N1CCCC1	-5%	3%	-6%	-56%	0%	-20%	0%	0%	-16%	1%	6%
8	CCOC(=O)CSc1nc(N)c(C#N)c(CC(C)C)c1C#N	2%	7%	1%	3%	4%	3%	?	-1%	2%	-7%	2%
9	N#C/C(=C\c1cccs1)C(=O)Nc1ccccn1	10%	-1%	-26%	10µM*	2.2µM*	3.4µM*	.	1.6µM*	-24%	-41%	?
10	CCOC(=O)N1CC=C2C(C#N)=C(N)C(C#N)(C#N)[C@H](c3ccc(OC(C)C)c(OCC)c3)[C@H]2C1	-1%	3%	-1%	-27%	-3%	-1%	?	-1%	6%	?	0%
11	COc1cccc(NC(=O)CSc2nc(N)cc(N)n2)c1	-5%	7%	2%	39%	8%	-5%	-5%	13%	1%	-12%	9%
12	CCN1CCN(CC(=O)N2c3ccccc3CC2C)CC1 (stereo not drawn)	-1%	.	-2%	8%	-4%	-2%	-7%	-1%	-5%	-13%	1%
13	COc1nc(-c2ccccc2)nc(C)c1CC(=O)O	-3%	-5%	-4%	2%	-10%	-7%	-17%	-5%	-13%	0%	2%
14	CCOC(=O)CN1C(=O)N(CC)C(C)=C(C(=O)OC)[C@@H]1c1ccccc1	5%	22%	-4%	3%	0%	0%	0%	-3%	12%	5%	2%
15	Cc1ccc(NC2CCCCC2NS(=O)(=O)c2ccccc2)c(C)c1 (stereo not drawn)	12%	-9%	1%	-18%	2%	-1%	0%	-7%	-23%	?	1%
16	COCCCNC(=O)c1cc2c(=O)n3cccc(C)c3nc2s1	6%	5%	15%	-26%	1%	-19%&-4%	?	7%	5%	-1%	6%
17	CCOc1ccc2nc(SC3CC(=O)N(c4ccc(OC)cc4)C3=O)sc2c1 (stereo not drawn)	-11%	-6%	2%	14%	19%	?	-9%	?	?	16µM*	9%
18	COCC(=O)NC1CCN(S(=O)(=O)c2ccc(C(=O)O)cc2)CC1	-2%	1%	0%	-2%	0%	-8%	-4%	-22%	-8%	-14%	0%
19	COc1ccccc1C(=O)NC(=O)COC(=O)c1ncc(Cl)c(Cl)c1Cl	9%	15%	.	5%	-4%	4%	.	1%	.	.	3%
20	C=CCN1C(=O)CSc2ccc(C(=O)NCc3ccc(F)cc3)cc21	-11%	12%	-7%	-30%	1%	5%	-5%	-5%	0%	8%	-2%

Fetched by compound from the list above (6):
#	SMILES	p53 reactivation	uPA surface inh	CXXC DNA block	BRCA1 expr act	NPC1 promoter act	FLuc modulator	MBNL1-CUG inh	Rab9 prom act	VP16 counter	RORgamma inh	ELG1 genotoxic
8	CCOC(=O)CSc1nc(N)c(C#N)c(CC(C)C)c1C#N	2%	7%	1%	3%	4%	3%	?	-1%	2%	-7%	2%
15	Cc1ccc(NC2CCCCC2NS(=O)(=O)c2ccccc2)c(C)c1 (stereo not drawn)	12%	-9%	1%	-18%	2%	-1%	0%	-7%	-23%	?	1%
19	COc1ccccc1C(=O)NC(=O)COC(=O)c1ncc(Cl)c(Cl)c1Cl	9%	15%	.	5%	-4%	4%	.	1%	.	.	3%
7	COc1ccccc1NS(=O)(=O)c1cc(NC(=O)c2ccncc2)ccc1N1CCCC1	-5%	3%	-6%	-56%	0%	-20%	0%	0%	-16%	1%	6%
20	C=CCN1C(=O)CSc2ccc(C(=O)NCc3ccc(F)cc3)cc21	-11%	12%	-7%	-30%	1%	5%	-5%	-5%	0%	8%	-2%
4	Cc1cccc(Nc2nc(N)nc(CC(=O)CSc3ccc(Cl)cc3)n2)c1	2%	.	9%	.	-4%	3%	-1%	-3%	?	41%	11%

Other compounds follow:
#	SMILES	p53 reactivation	uPA surface inh	CXXC DNA block	BRCA1 expr act	NPC1 promoter act	FLuc modulator	MBNL1-CUG inh	Rab9 prom act	VP16 counter	RORgamma inh	ELG1 genotoxic
21	Cc1cc2c(c(SCC(=O)NCc3ccccc3Cl)n1)C(=O)OC2	-3%	-4%	-6%	-25%	-4%	-3%	-6%	0%	3%	4%	0%
22	CNC(=O)C(=O)NCC1CCCN1S(=O)(=O)c1cccs1 (stereo not drawn)	5%	1%	.	-27%	-2%	0%	.	0%	.	.	2%
23	CCCCCc1cc(=O)[nH]c(=S)[nH]1	10%	-2%	49%[activator]	-1%	-2%	1%	-1%	1%	4%	3%	0%
24	Cc1ccc(-c2nc(C3CCCN(S(=O)(=O)c4ccc(C)cc4)C3)no2)cc1 (stereo not drawn)	-2%	7%	-2%	-5%	-2%	3%	7%	-5%	?	4%	-11%
25	Nc1ccc2oc3ncccc3c(=O)c2c1	20%	-17%	0%	77%	10%	-18%	?	12%	18%	-16%	?
26	CCc1nc2scc(-c3ccc(C)cc3)c2c(=O)n1N	6%	-8%	3%	1%	4%	?	-13%	-4%	6%	16%	4%
27	Cc1ccc(/C=N/n2nnnc2N)o1	2%	-1%	-3%	13%	-1%	-1%	?	0%	-5%	-6%	1%
28	COc1ccc(C(CNS(=O)(=O)c2ccccc2)N2CCN(C)CC2)cc1 (stereo not drawn)	3%	1%	.	-1%	2%	-15%	.	5%	.	.	5%
29	CC(=O)c1cccc(OCC(O)CNCC2COc3ccccc3O2)c1 (stereo not drawn)	?	0%	5%	0%	4%	-1%	-24%	3%	7%	-39%	-2%
30	COc1ccc(/C=N/Nc2nnc(C)n2N)cc1OC	-10%	-7%	-1%	-58%	0%	5%	?	2%	?	11µM*	-4%
31	CCOC(=O)c1cc(CC)sc1NC(=O)c1ccc(N2C(=O)CCC2=O)cc1	-1%	0%	10%	-2%	-3%	0%	8%	-9%	-12%[0.365 µM]	5%	-3%
32	C=C(C(=O)Nc1ccccc1)c1ccc(C)cc1	8%	-1%	.	24%	0%	?	.	6%	.	.	0%
33	COc1cc2c(cc1OC)CN(C(=O)Nc1ccccc1)CC2	.	-4%	6%	31%	-1%	2%&-6%	2%	-1%	29%	10%	2%
34	Cc1cc(F)ccc1NCc1ccc([N+](=O)[O-])cc1	2%	8%	-7%	3%	6%	-17%	13%	-4%	2%	?	14%
35	CN1CCN(c2ccc(S(=O)(=O)N3CCCCC3)cc2NC(=O)c2ccc(C#N)cc2)CC1	-6%	2%	1%	-2%	-2%	3%	-10%	-1%	13%	16%	0%
